FBW7 act: human FBW7 E3 ligase activation, primary screen; Q969H0; AlphaScreen FBW7–phospho-cyclin E peptide binding, activator screen; normalized activity (activation), % at 26.1 µM; 650,000 compounds, 0.13% hits; AID 1259310; in the data active = normalized activity above about 1.9%;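 note: purified mutant Fbw7 with reduced substrate affinity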
GPR151 activ: activators of human GPR151. PathHunter beta-arrestin GPR151 cells, luminescence. activation, % at 11.2 µM. 650,000 compounds, 1% hits. AID 1508602; in the data active = activation above about 4.9%;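 note: 0% = median of compound wells and 100% = cells with positive control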
Target sequence (Q8TDV0 whole entry, looked up): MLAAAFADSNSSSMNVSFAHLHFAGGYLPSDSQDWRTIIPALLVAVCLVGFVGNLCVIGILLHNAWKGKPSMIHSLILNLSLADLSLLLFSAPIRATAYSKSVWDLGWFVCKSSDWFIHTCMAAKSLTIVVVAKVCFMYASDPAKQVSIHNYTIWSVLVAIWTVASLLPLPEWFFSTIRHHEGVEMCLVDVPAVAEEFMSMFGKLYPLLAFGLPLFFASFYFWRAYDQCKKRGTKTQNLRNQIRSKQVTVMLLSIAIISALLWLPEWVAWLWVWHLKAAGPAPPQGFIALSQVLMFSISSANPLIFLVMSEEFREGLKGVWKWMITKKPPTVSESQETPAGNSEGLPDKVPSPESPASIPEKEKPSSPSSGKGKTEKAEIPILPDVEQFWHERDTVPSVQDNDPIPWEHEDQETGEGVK
TEAD-YAP inh: TEAD-YAP interaction inhibition; HEK-TIYL cells, TEAD-Gal4/YAP UAS-luciferase luminescence; 640,000 compounds, 1.4% hits; inhibition, % at 9.12 µM; in the data active = inhibition above about 32%;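 note: 0% = median of test compound wells and 100% = reference inhibitor wells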
MITF inh: inhibitors of human MITF; AID 1259374; AlphaScreen MITF homodimerization, bead proximity signal; inhibition, % at 2.6 µM; 650,000 compounds, 0.91% hits; O75030; in the data active = inhibition above about 50%;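 note: 0% = vehicle wells with protein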
Target sequence (O75030 whole entry, looked up): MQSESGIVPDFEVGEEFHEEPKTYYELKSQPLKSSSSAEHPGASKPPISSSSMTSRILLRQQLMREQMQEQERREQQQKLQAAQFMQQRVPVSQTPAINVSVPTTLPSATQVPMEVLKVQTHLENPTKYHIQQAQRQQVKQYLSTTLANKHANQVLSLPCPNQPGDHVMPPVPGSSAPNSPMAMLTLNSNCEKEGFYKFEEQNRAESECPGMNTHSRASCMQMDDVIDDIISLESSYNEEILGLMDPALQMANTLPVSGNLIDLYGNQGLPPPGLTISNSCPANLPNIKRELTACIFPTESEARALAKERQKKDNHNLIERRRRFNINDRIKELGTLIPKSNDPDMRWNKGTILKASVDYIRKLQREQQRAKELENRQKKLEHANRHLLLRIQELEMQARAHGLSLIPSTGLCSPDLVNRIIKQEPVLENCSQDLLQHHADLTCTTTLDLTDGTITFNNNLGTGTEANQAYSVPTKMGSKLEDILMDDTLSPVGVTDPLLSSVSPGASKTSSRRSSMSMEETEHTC
* marks the source's active call; other numbers are inactive results.

SMILES | FBW7 act | GPR151 activ | TEAD-YAP inh | MITF inh
O=C1c2cccnc2C(=O)N1Cc1ccc(S(=O)(=O)NC2CCCCCC2)cc1 | 0.3 | -1.7 | 0.6 | 15.7
COc1ccccc1CCc1nnc(CCC(=O)NCCc2ccccc2)o1 | 0.2 | -1.0 | -22.4 | 7.6
COc1ccc(NS(=O)(=O)c2ccc3c(c2)SC(C)CN3C(C)=O)c(OC)c1 (configuration not stated) | -0.1 | 1.0 | -1.7 | 0.8
CCOC(=O)C1=C(CC)OC(N)=C(C#N)C1c1ccccc1Br (configuration not stated) | 0.3 | -0.7 | -0.7 | 32.3
O=C1Nc2ccccc2N(O)N1c1ccc(F)c([N+](=O)[O-])c1 | -0.2 | -0.2 | -7.4 | 6.0
C#CCOc1ccc(/C=C2/C(=O)ON=C2C)cc1Cl | 0.0 | -0.6 | 2.2 | 33.7
O=C(NNS(=O)(=O)c1ccccc1)c1[nH]c2ccccc2c1Cl | 0.0 | -0.7 | -8.6 | -10.6
COc1cc(CNC2CCCCC2)cc(Cl)c1OC | -0.2 | -1.2 | -0.3 | -8.8
O=C(Oc1cccc2cccnc12)c1cc([N+](=O)[O-])ccc1[N+](=O)[O-] | -0.9 | 0.3 | 0.5 | 20.2
COCCn1nnnc1SCC(=O)c1ccc(OC)cc1 | -0.3 | 0.7 | -2.9 | -15.8
CCOC(=O)C1=CN(c2ccc(C)cc2)C=C(C(=O)OCC)C1c1cccc(Cl)c1 | 0.1 | -0.5 | -0.4 | 9.4
Cc1ccc2c(=O)c(C(=O)c3ccc(Cl)cc3)coc2c1 | 0.2 | 4.6 | 3.1 | 5.2
CCC(=O)Nc1ccc(Cl)c(OC)c1 | 0.0 | -0.3 | 2.5 | 6.4
CC1=NN(c2ccc(C)cc2)C(=O)/C1=C/c1ccc(F)cc1 | 0.2 | -0.4 | 4.0 | -0.2
CCOC(=O)NNc1ccccc1 | 0.0 | -0.2 | 4.2 | 6.8
Cc1cc(Cl)ccc1N(CC(=O)Nc1ccccc1C(F)(F)F)S(C)(=O)=O | 0.0 | -1.3 | -7.1 | 0.5
Cc1ccc(-c2cc(C(=O)NCc3ccc(S(N)(=O)=O)cc3)c3ccccc3n2)cc1 | 0.5 | 2.6 | 11.4 | 17.5
CN(C)CCOc1cc(-c2cn[nH]c2)c(F)cc1NC(=O)C1CNCC1c1ccccc1 (configuration not stated) | 0.2 | -2.8 | -5.3 | 11.4
COc1ccc2c(c1)c1nnc(SCC(=O)NC3CC3)nc1n2C | -0.1 | 0.0 | -0.2 | 5.4
O=C1NC(NCc2ccccc2)(C(F)(F)F)C(=O)N1c1ccc(OC(F)(F)F)cc1 (configuration not stated) | 0.0 | -1.2 | -7.1 | 0.3
Cc1nnsc1C(=O)N(c1ccccc1)c1ccccc1 | 0.1 | 1.3 | -3.8 | -5.5
Cc1ccc(S(=O)(=O)NN=C2CCC(C(C)(C)C)CC2)cc1[N+](=O)[O-] (configuration not stated) | -0.1 | 0.2 | 0.8 | 2.9
CC(=O)Nc1cccc(NC(=O)C(F)(F)F)c1 | 0.2 | -0.8 | -11.0 | -13.6
CC(C)(C)NC(=O)C(=O)NN=C1CCCCCCC1 | 0.3 | -1.5 | -20.4 | 8.7
COc1ccccc1/C=C/CN1CCNC(=O)C1CC(=O)N1CCCCCCC1 (configuration not stated) | -0.1 | -1.3 | 4.4 | 3.3
COc1ccc(C(=O)C2Oc3ccccc3C3CC(c4ccccc4)=NN23)cc1 (configuration not stated) | -0.1 | 0.3 | -5.6 | 5.6
COc1ccccc1N1CCN(c2ncc(C(=O)N3CCCC3)c3ccccc23)CC1 | -0.1 | 0.5 | 5.8 | 2.5
COc1cc(-c2noc(CCCC(=O)Nc3ccc(C)c(C)c3)n2)cc(OC)c1OC | 0.0 | 0.4 | 0.5 | 3.5
CCOC(=O)C1CCCN(Cc2cc(OC)c(OC)c(OC)c2)C1 (configuration not stated) | -0.1 | 1.8 | -4.5 | 27.7
CSc1ncc(/C=C2/C(=O)NC(=O)N(Cc3ccccc3)C2=O)cn1 | 0.1 | -0.7 | 0.1 | 11.1
CCN(CC)C(=O)c1cc(-c2ccco2)on1 | 0.7 | 0.4 | -2.5 | 2.5
Cc1ccnc(SCC(=O)NC(c2ccccc2)c2ccccc2)n1 | 0.2 | -1.1 | 4.8 | 8.0
Nc1nccc(Nc2ccccc2C(=O)O)n1 | 0.1 | -0.7 | -4.6 | -7.1
COc1ccc(NS(=O)(=O)c2ccc(NC(=O)CCC(=O)O)cc2)cc1 | 0.7 | -2.1 | -18.2 | -4.8
Cc1ccc(C(C)C)cc1OCCCNCCN(C)C | -0.1 | 0.4 | 4.9 | 22.2
O=C1N=C(N2CCN(c3ccccc3)CC2)S/C1=C\c1ccc(O)cc1 | 0.1 | 0.1 | -6.5 | 12.4
C/C(=N\NC(=O)C12CC3CC(CC(C3)C1)C2)c1ccc([N+](=O)[O-])cc1 | 0.0 | -0.5 | 4.7 | -11.2
O=C(NCCc1ccccc1Cl)C(=O)NC1CC1 | -0.1 | 0.6 | -12.0 | 5.6
O=C(Cc1cccs1)N/N=C\c1ccccc1F | 0.0 | 0.9 | -21.4 | 8.4
CCN(CC)CCCNC(=O)CN1C(=O)CCSc2ccccc21 | 0.1 | -0.8 | 2.9 | 8.1
CNC(=O)NCc1ccc(OC)c([N+](=O)[O-])c1 | -0.1 | 0.4 | -2.1 | -11.0
O=C(NCc1ccco1)/C(=C/c1ccc2c(c1)OCO2)NC(=O)c1ccccc1 | 0.0 | 0.2 | 7.1 | -7.2
COc1ccc(C2Nc3ccccc3NC3=C2C(=O)CC(c2ccccc2)C3)c(OC)c1OC (configuration not stated) | 0.0 | 0.6 | -14.5 | -6.1
CS(=O)(=O)c1cccc(S(=O)(=O)NCc2ccco2)c1 | 0.3 | 0.1 | -4.5 | -1.1
CCOC(=O)NN1C(=O)c2ccccc2NC1c1ccccc1O (configuration not stated) | 0.1 | 0.0 | -5.4 | -17.5

One compound at a time, as listed above. Order of values: FBW7 act, GPR151 activ, TEAD-YAP inh, MITF inh
Cc1ccc(C(C)C)cc1OCCCNCCN(C)C in the list: -0.1, 0.4, 4.9, 22.2
CCN(CC)CCCNC(=O)CN1C(=O)CCSc2ccccc21 in the list: 0.1, -0.8, 2.9, 8.1
CCN(CC)C(=O)c1cc(-c2ccco2)on1 in the list: 0.7, 0.4, -2.5, 2.5
C/C(=N\NC(=O)C12CC3CC(CC(C3)C1)C2)c1ccc([N+](=O)[O-])cc1 in the list: 0.0, -0.5, 4.7, -11.2
CNC(=O)NCc1ccc(OC)c([N+](=O)[O-])c1 in the list: -0.1, 0.4, -2.1, -11.0

The list continues:
SMILES | FBW7 act | GPR151 activ | TEAD-YAP inh | MITF inh
O=C(Cn1c(=S)[nH]c2ccccc2c1=O)NC1CCCCCC1 | 0.0 | 1.1 | 2.0 | 13.7
COc1cc(OC)c(C(=O)NNC(=O)Nc2ccc(Br)cc2)cc1OC | 0.2 | 0.6 | 11.5 | 14.8
O=C1CCCN1CCn1cnc2c(Nc3ccc4c(c3)OCO4)nc(N3CCC(N4CCOCC4)CC3)nc21 | -0.3 | -1.7 | -4.8 | -2.7
COc1ccc(NC(=O)C2=C(C)NC(=S)NC2c2ccccc2C)c(OC)c1 (configuration not stated) | -0.2 | 1.5 | 0.6 | -10.1
COc1cc(Nc2cc(Nc3ccncn3)ncn2)cc(OC)c1OC | 0.4 | -0.8 | 1.4 | 6.9
COc1ccc(/C=C2/S/C(=N/N=C/c3ccccc3O)NC2=O)cc1 | 0.0 | -0.3 | 17.3 | 18.2
CC(C)CC(=O)NC(Nc1ccc(F)c(Cl)c1)(C(F)(F)F)C(F)(F)F | -0.2 | 2.7 | 6.5 | 5.6
COC(=O)c1c(NC(=O)c2cc3ccccc3o2)sc2c1CCC2 | 0.1 | 0.2 | -2.3 | 13.3
O=C1c2ccccc2S(=O)(=O)N1CC(O)Cn1c2c(c3ccccc31)CCCC2 (configuration not stated) | 0.0 | 0.8 | -7.5 | -10.7
CC(C)N(CCNc1cc(Nc2nccc3ccccc23)ncn1)C(C)C | 0.1 | -0.7 | -11.8 | 1.8
CCSc1nc(C)c(C(=O)Nc2ccccc2C)c(-c2ccc(OC)c(OC)c2)c1C#N | 0.3 | 0.4 | 1.3 | 14.9
O=C(C1CCN(S(=O)(=O)c2ccccc2)CC1)N1CCc2ccccc2C1 | 0.1 | 0.1 | -1.1 | -3.1
CN1CCN(c2ccc(NC(=O)c3ccc([N+](=O)[O-])o3)cc2)CC1 | -0.2 | -1.0 | -45.6 | -2.3
C=CCOc1ccc(/C(O)=C2/C(=O)C(=O)N(CCN(C)C)C2c2ccc(C)cc2)c(C)c1 (configuration not stated) | 0.2 | 0.5 | -0.7 | 11.4
N#C/C(=C/Nc1cccc(C(F)(F)F)c1)c1nc(-c2ccc([N+](=O)[O-])cc2)cs1 | 0.0 | -0.2 | -3.1 | -10.4
CN(C)CCN(Cc1ccccc1)Cc1ccc(O)cc1 | 0.1 | -0.8 | -1.0 | 32.5
COc1cc(-c2nc3cc(C)ccc3o2)cc(OC)c1OC | 0.1 | 0.1 | -29.2 | -6.6
CCOC(=O)c1nc(Nc2cccc(C(=O)OC)c2)c2ccccc2n1 | 0.1 | -0.9 | 1.6 | 16.9
Cc1ccc(S(=O)(=O)N2CCC(N3CCCCC3)CC2)cc1 | -0.1 | -1.0 | -4.5 | 32.5
COc1ccc(C(=O)CSc2nccn2C)cc1 | 0.0 | -5.2 | -47.4 | 3.4
COc1ccc(N2C(=O)CC(S/C(N)=N/N=C/c3ccc(Cl)cc3)C2=O)cc1 (configuration not stated) | 0.1 | 1.5 | 9.9 | 4.0
NNC(=O)c1ccc2nc(-c3ccc(Br)cc3)cn2c1 | -0.1 | 0.6 | -41.0 | 5.3
CC(=O)n1cc(/C=C2\N=C(c3cc(Cl)ccc3Cl)OC2=O)c2cc(Br)ccc21 | -0.1 | -0.4 | 0.8 | 14.2
CCCNc1nc(N2CCCC2CO)nc2nc[nH]c12 (configuration not stated) | -0.1 | 1.6 | -11.0 | 9.6
CCOC(=O)c1cnn(-c2nc(-c3ccccc3)cs2)c1CN1CCCC(CO)C1 (configuration not stated) | -0.1 | 0.4 | 3.1 | 12.0
Cc1ccc2cc(S(=O)(=O)NCCC(=O)O)ccc2c1 | -0.1 | -1.6 | 1.5 | 10.5
O=C(NCC1CCCO1)/C(=C\c1cccs1)NC(=O)c1ccccc1 (configuration not stated) | 0.0 | -0.6 | 2.2 | -7.1
Cc1nc2ncnn2c(Nc2ccc([N+](=O)[O-])cc2)c1C | 0.2 | 0.0 | -3.6 | -0.3
COc1ccc(N=C2CCCN2CC(N)=O)cc1 | -0.1 | -1.4 | -1.0 | -6.4
CC12CCc3ccccc3C1(C)OC(=O)O2 (configuration not stated) | 0.0 | -0.7 | 12.0 | 4.6
CC(=O)OCC1OC(SCCOc2ccccc2C)C(OC(C)=O)C(OC(C)=O)C1OC(C)=O (configuration not stated) | 0.3 | -0.2 | 7.8 | 12.5
COc1cccc(-n2c(=S)sc3c(=O)[nH]c(SCC(=O)N4CCCC4)nc32)c1 | -0.1 | -0.5 | 6.0 | 4.2
CCOc1cc2c(cc1/C=C1/NC(=O)N(CC(=O)Nc3ccccc3C)C1=O)OCO2 | 0.1 | 0.3 | 4.1 | 12.6
Cc1cc(N2CCCCC2)nc2ccc(NC(=O)c3cccc(N(C)C)c3)cc12 | -0.1 | 1.5 | -5.5 | 0.2
O=C1C=C(c2cccs2)CC(c2cccs2)C1n1cnc([N+](=O)[O-])c1 (configuration not stated) | 0.1 | 1.7 | -3.5 | 11.1
CCOc1ccc(CCNC(=O)Cc2ncn[nH]2)cc1OCC | 0.0 | 0.3 | -0.3 | 5.7
CCc1ccc(OCC(=O)Nc2ccc(NC(=O)c3ccco3)c(OC)c2)cc1 | -0.2 | 0.4 | -17.5 | -4.1
O=C(O)CN1CC(=O)Oc2ccccc21 | -0.2 | 0.2 | 1.6 | 13.0
Cc1ccc(Oc2nc(C)nc3sc4c(c23)CCC4)c([N+](=O)[O-])n1 | 0.1 | -0.6 | -2.2 | 20.0
N#Cc1ccc(NC(=O)COC(=O)c2cccs2)cc1 | 0.1 | -0.6 | 0.0 | 15.4
O=C(NC1CCCCCC1)c1cc(Cl)ccc1[N+](=O)[O-] | 0.3 | 0.8 | -11.3 | 3.8
COc1ccc(C2C(C#N)=C(N)Oc3c2c(O)cc2oc(=O)cc(C)c32)cc1 (configuration not stated) | -0.2 | 0.4 | 3.4 | 0.6
COc1ccc(Nc2nc(NCCc3ccccn3)c3ncn(C(C)C)c3n2)cn1 | -0.1 | 1.5 | 4.2 | -4.7

Some of the entries so far, as labelled records:
SMILES: COC(=O)c1c(NC(=O)c2cc3ccccc3o2)sc2c1CCC2
  FBW7 act = 0.1; GPR151 activ = 0.2; TEAD-YAP inh = -2.3; MITF inh = 13.3

SMILES: COCCn1nnnc1SCC(=O)c1ccc(OC)cc1
  FBW7 act = -0.3; GPR151 activ = 0.7; TEAD-YAP inh = -2.9; MITF inh = -15.8

SMILES: Cc1ccc2c(=O)c(C(=O)c3ccc(Cl)cc3)coc2c1
  FBW7 act = 0.2; GPR151 activ = 4.6; TEAD-YAP inh = 3.1; MITF inh = 5.2

Assay outcomes: PubChem BioAssay, The Scripps Research Institute Molecular Screening Center
